Bioassay records (PubChem)
esBAF inh: SWI/SNF esBAF complex inhibition | reporter increase, % at 12.5 µM | hit rate 2% among 350,000 | mouse ES cells, Bmi1-luciferase knock-in reporter, 24 h; 100% = twice the neutral-well signal; in the data active means activation above about 40%;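 further: 0% = median of the plate's neutral control wells and 100% = double that signal; a rise in the Bmi1 reporter signal indicates esBAF inhibition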
RAD54 inh: RAD54 (human) branch migration inhibition; hit rate 0.14% among 360,000; Q92698; AID 602329; RAD54 Holliday junction branch migration, FAM/BHQ fluorescence; inhibition, % at 10.4 µM;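 active means mean normalized replicate activity at least 40 and at least half of replicates scoring 40 or more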;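 further: 0% = median of neutral control wells and 100% = median of positive control wells; inhibitors cause a drop in the FAM fluorescence signal; in these data hits start at about 50%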
XiGFP reactiv: activators of X-chromosome reactivation in mouse fibroblasts; activation, % at 7.58 µM; hit rate 0.055% among 360,000; XiGFP mouse fibroblasts, % GFP-positive cells imaging, 3 d; cells co-treated with 5-aza-dC sensitizer; scaled so ellipticine positive control = 100%;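 active means mean normalized replicate activation at least 10% and every replicate at or above 10%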;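 further: 0% = median of on-plate neutral control wells and 100% = ellipticine 6 µM median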
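System: XiGFP fibroblasts, SV40-immortalized. Medium: DMEM plus 5-aza-dC sensitizer. Doses: single point. Timing: 3 d treatment, 15 min room-temperature fixation. Control set: ellipticine 6 µM.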
RAD52 inh: inhibitors of human RAD52 DNA annealing; P43351; recombinant RAD52 DNA annealing, FRET fluorescence; inhibition, % at 18.7 µM; hit rate 0.46% among 360,000; AID 651710;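 active means every replicate showing at least 50% inhibition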
CFTR F508del cor: correctors of CFTR F508del function in bronchial epithelial cells | CFBE cells, YFP halide quenching; stimulated with forskolin plus potentiator P3; % fluorescence drop versus neutral controls | activity (quench increase), % at 7.58 µM | hit rate 0.36% among 350,000 | AID 720511;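 active means mean added fluorescence quench of at least 8% versus neutral control, with both replicates also reaching 8%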;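 further: cells transiently co-express mutant CFTR-F508del with the halide-sensitive YFP; corrector assay measuring rescue of mutant channel to the surface after 24 h compound exposure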
ARNT-TACC3 inh: disrupts binding between human ARNT and TACC3; inhibition, % at 9.99 µM; Q9Y6A5; AlphaScreen His-ARNT PAS-B/GST-TACC3 binding, luminescence; TACC3 fragment carries E629A point mutation; hit rate 0.66% among 390,000;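 active means mean inhibition of replicates at least 50% and at least half of replicates each reaching 50%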;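 further: 0% = complete ARNT plus TACC3 wells and 100% = ARNT alone without TACC3; many hits fall short of the cut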
ERAP1 inh: blocks human ERAP1 aminopeptidase activity; Q9NZ08; recombinant ERAP1, Leu-AMC fluorescence, 60 min; inhibition, % at 10.7 µM; hit rate 0.15% among 340,000; AID 652197;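 active means mean replicate inhibition of at least 30%, or all replicates individually reaching that 30% level; inactive means mean below 30% and not every replicate reaching it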;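 further: 0% = neutral control wells and 100% = L-leucinethiol positive control wells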
Target sequence (Q9NZ08 whole entry, looked up): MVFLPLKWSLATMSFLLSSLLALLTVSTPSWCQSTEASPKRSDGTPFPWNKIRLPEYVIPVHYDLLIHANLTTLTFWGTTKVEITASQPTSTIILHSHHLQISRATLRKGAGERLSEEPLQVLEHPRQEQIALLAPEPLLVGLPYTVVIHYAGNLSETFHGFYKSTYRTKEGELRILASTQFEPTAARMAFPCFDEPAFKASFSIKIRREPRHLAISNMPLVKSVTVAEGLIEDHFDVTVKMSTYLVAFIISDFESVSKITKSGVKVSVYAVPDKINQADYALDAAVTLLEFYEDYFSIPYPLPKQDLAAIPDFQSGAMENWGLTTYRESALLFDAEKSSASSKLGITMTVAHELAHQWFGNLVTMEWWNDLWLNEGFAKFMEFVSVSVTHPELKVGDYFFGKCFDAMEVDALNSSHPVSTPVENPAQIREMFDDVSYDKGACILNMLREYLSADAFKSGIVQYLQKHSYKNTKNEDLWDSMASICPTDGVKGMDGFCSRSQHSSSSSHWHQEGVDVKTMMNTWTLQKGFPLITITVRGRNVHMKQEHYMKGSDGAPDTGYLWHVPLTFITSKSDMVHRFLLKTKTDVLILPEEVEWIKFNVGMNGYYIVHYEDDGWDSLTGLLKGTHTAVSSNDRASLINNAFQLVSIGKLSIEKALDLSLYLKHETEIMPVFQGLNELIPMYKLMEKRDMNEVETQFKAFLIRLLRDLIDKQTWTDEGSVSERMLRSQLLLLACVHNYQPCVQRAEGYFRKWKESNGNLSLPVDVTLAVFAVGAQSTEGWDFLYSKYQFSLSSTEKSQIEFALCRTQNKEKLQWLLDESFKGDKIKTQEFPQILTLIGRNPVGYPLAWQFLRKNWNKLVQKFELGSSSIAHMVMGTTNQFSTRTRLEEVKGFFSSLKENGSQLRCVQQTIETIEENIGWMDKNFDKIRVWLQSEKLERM
GSIS activator: primary screen for activators of insulin secretion dependent on glucose, INS-1E cells, GLuc reporter luminescence | INS-1E GLuc reporter insulin secretion, 2-3 h | hit rate 0.61% among 370,000 | activation, % at 16.6 µM;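 active means lowest replicate activation of at least 40%, so every replicate reaches that level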;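 further: 0% = median of neutral control wells and 100% = median of IBMX positive control wells; some compounds called inactive have numbers as strong as hits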
* = called active by the depositor; x = not tested or not shown; & = joins results of further samples.

SMILES | esBAF inh | RAD54 inh | XiGFP reactiv | RAD52 inh | CFTR F508del cor | ARNT-TACC3 inh | ERAP1 inh | GSIS activator
COc1ccc(NC(=O)NCCCCc2ccccc2)c(OC)c1 | x | -6 | 0.1 | -3 | -3.0 | -4 | 0 | 3
COc1ccc(CCNC(=O)/C=C/C(=O)O)cc1 | x | x | 0.1 | -17 | -0.7 | -4 | 2 | -5
CCS(=O)(=O)N1CCN(c2ccc(Cl)cc2[N+](=O)[O-])CC1 | 5 | 2 | 0.0 | x | x | -1 | x | -3
CCCCCn1c(SCc2cccc(C)c2)nc2c1c(=O)[nH]c(=O)n2C | 3 | -6 | 0.2 | -8 | 1.6 | -10 | -3 | -1
O=c1[nH]c(C2CCN(S(=O)(=O)c3ccc(S(=O)(=O)NC4CC4)cc3)CC2)nc2c1nnn2Cc1cccc(F)c1 | -6 | -13 | 0.0 | -32 | 2.9 | 6 | -6 | -5
Cc1[nH]c(C)c(S(=O)(=O)Nc2ccccc2)c1C(=O)N1CCCC1 | -3 | -4 | 0.3 | -8 | 2.6 | -2 | 3 | -1
Cc1ccc(OC(=O)c2cc(=O)c3ccccc3o2)cc1 | -4 | 1 | 0.0 | x | -0.3 | 1 | x | 9
NS(=O)(=O)c1ccc(N2CCN(C(=O)c3ccco3)CC2)nc1 | -1 | 8 | 0.0 | -13 | 0.1 | -3 | -1 | -7
COc1ccc(C(=O)C2CCCN(Cc3c(F)ccc(F)c3F)C2)c(OC)c1 (stereo not given) | -9 | 12 | 0.2 | -7 | 2.3 | 0 | -2 | -10
Cc1noc(C)c1NC(=O)N(C)C[C@@H]1OCCCC[C@H](C)Oc2ccc(NC(=O)C3CCCCC3)cc2C(=O)N([C@@H](C)CO)C[C@@H]1C | -2 | -4 | -0.6 | 1 | -0.7 | -11 | 4 | 10
Cc1ccccc1S(=O)(=O)Cc1ccc(C(=O)NCc2ccccc2)o1 | x | x | 0.0 | -11 | 1.4 | -4 | -3 | -3
CCOc1ccc(CN2CCN(C(=O)c3cccc(F)c3)CC2)cc1 | 4 | 3 | x | -4 | -1.6 | -5 | 1 | -6
COc1ccc(-c2oc(=O)c3cc(OC)c(OC)cc3c2C#CCCO)cc1 | -7 | 10 | 0.2 | -9 | 1.8 | -2 | 4 | 15
CC(=O)Nc1ccc2[nH]ccc2c1 | -9 | -16 | 0.0 | -7 | -2.3 | -1 | 6 | x
CCCCCCCC(=O)C(C)C(=O)N(C)[C@H](Cc1ccc(OC)cc1)C(=O)N(C)[C@H](C(N)=O)C(C)C (stereo not given in full) | 6 | -5 | 0.2 | -2 | 2.3 | -15 | -1 | -24
Fc1ccc(NC(=S)Nc2cc(Cl)ccc2Cl)cc1 | x | x | 0.0 | 2 | -2.8 | 0 | 1 | -9
COc1ccc(S(=O)(=O)N(C)C[C@H]2Oc3ccc(NS(=O)(=O)c4cn(C)cn4)cc3CC(=O)N([C@H](C)CO)C[C@H]2C)cc1 | 0 | 6 | 0.3 | -7 | -1.4 | x | -1 | -4
O=C(C1CCCCC1)N1CC2(C1)[C@H](c1ccccc1)[C@H](CO)N2Cc1cncnc1 | x | x | 0.2 | 5 | 2.8 | x | -1 | -2
CCc1ccc(S(=O)(=O)Nc2c(C)nc3nc[nH]n3c2=O)cc1 | 1 | -9 | 0.2 | -5 | -2.8 | -8 | -2 | 19
CC(=O)N(C)C[C@@H]1OCc2ccccc2-c2ccccc2C(=O)N([C@H](C)CO)C[C@H]1C | -6 | -3 | -0.6 | 1 | -3.4 | 3 | -4 | 11
COc1ccc(NC(=O)N(C)C[C@@H]2OCCCC[C@H](C)Oc3ccc(NS(=O)(=O)c4c(C)noc4C)cc3C(=O)N([C@@H](C)CO)C[C@H]2C)cc1 | x | x | 0.0 | 5 | -0.7 | x | 1 | -3
CC=Cc1ccc2n(c1=O)C[C@@H]1[C@@H](CO)[C@H](C(=O)N3CCCCC3)N(C(=O)CC)[C@H]21 (mixture of isomers) | -2 | 8 | 0.3 | -5 | x | 5 | -1 | 3
CO[C@H]1CN(C)C(=O)c2cc(NS(=O)(=O)c3ccccc3)ccc2OC[C@H](C)N(C(=O)NC(C)C)C[C@@H]1C | -6 | 2 | 0.5 | 9 | -0.3 | -30 | -5 | 4
O=C(CSCc1ccc(Cl)cc1)N/N=C/c1ccc(OCC(=O)Nc2ccccc2)cc1 | 0 | -13 | x | x | x | -25 | x | -15
CN(C)CCCNc1nc(N)c([N+](=O)[O-])c(NCc2ccccc2)n1 | 13 | -1 | -0.1 | 1 | 2.0 | 0 | -4 | 19
Cn1c2c(c(=O)n(C)c1=O)C(C(F)(F)F)(C(F)(F)F)N=C(C1CCCCC1)N2 | x | -4 | 0.0 | x | x | -4 | x | 18
C[C@H](CO)N1C[C@H](C)[C@H](CN(C)C)Oc2c(NC(=O)c3cnccn3)cccc2C1=O | 0 | -9 | -0.3 | -2 | 0.3 | -10 | -3 | 35
Cc1ccc(C(=O)c2ccc([N+](=O)[O-])cc2)cc1 | 7 | -2 | x | x | x | -3 | x | 17
CCC(=O)c1c(NC(CC)CO)cc(C)oc1=O (stereo not given) | x | x | -0.1 | -9 | -2.3 | -7 | -6 | 15
O=C(C[C@@H]1CC[C@@H]2[C@H](COC[C@@H](O)CN2C(=O)c2cccnc2)O1)Nc1ccc(-c2ccccc2)cc1 | 8 | 13 | -0.1 | x | 2.7 | -2 | x | 0
Cc1ccc2c(c1)N(Cc1ccccc1)C(=O)C(C)O2 (stereo not given) | -8 | 3 | -0.1 | -13 | -0.9 | x | 1 | -16
COC(=O)C1(Cc2cc(-c3cccc(Br)c3)no2)CCN(C(=O)OC(C)(C)C)CC1 | 12 | -4 | 0.1 | -16 | -1.0 | 3 | 0 | x
COc1ccccc1C#Cc1ccc2c(c1)O[C@@H](CN(C)Cc1cccnc1)[C@@H](C)CN([C@H](C)CO)S2(=O)=O | -6 | 7 | -0.9 | -29 | 1.7 | x | 1 | -8
COc1ccc(-c2cnc3c(c2)C(=O)N([C@H](C)CO)C[C@@H](C)[C@H](CN(C)C(=O)CN(C)C)O3)cc1 | 2 | 3 | -0.3 | -16 | 1.1 | 3 | -1 | 16
O=C(C[C@@H]1CC[C@H](NC(=O)C2CCC2)[C@@H](CO)O1)NCC1CC1 | 0 | 1 | -0.4 | -16 | 0.1 | -2 | 0 | -5
CC(C)(C)c1cc(OC(=O)C2CCCC2)ccc1O | -13 | 7 | 0.2 | 7 | -10 | -1 | -2 | 40
O=C(O)CC1Sc2nnc(COc3ccc(Cl)cc3)n2N=C1c1ccccc1 (stereo not given) | -7 | -14 | 0.0 | -2 | -0.7 | x | 0 | -8
CCS(=O)(=O)N1[C@H](C#N)[C@@H](c2ccc(-c3cccc(F)c3)cc2)[C@@H]1CO | 1 | x | 0.1 | x | -0.8 | x | x | -4
O=C(NCc1c(F)cccc1F)c1cc(COc2c(F)cccc2F)on1 | x | x | 0.3 | -8 | 0.1 | 23 | -4 | 0
Cc1c(C(=O)N2CCOCC2)sc(NC(=O)c2ccc([N+](=O)[O-])cc2)c1C#N | -5 | 7 | 0.7 | -7 | 1.4 | 1 | 3 | 8
CCN(CCNC(=O)C1CCC(=O)N1Cc1ccc(C)cc1)c1ccccc1 (stereo not given) | -2 | x | -0.2 | 8 | -4.1 | 28 | x | -9
COc1ccccc1NC(=S)NCCSc1ccc(C)cc1 | x | -4 | 0.1 | x | x | 1 | x | -9
CO[C@@H]1CN(C)C(=O)c2cc(NC(=O)Nc3ccccc3Cl)ccc2OC[C@@H](C)N(C(C)=O)C[C@H]1C | -2 | -10 | 0.9 | 14 | -0.8 | -2 | 0 | -12
COc1ccc(NC(=O)N(C)C[C@@H]2OCc3cn(nn3)CCCC(=O)N([C@@H](C)CO)C[C@H]2C)cc1 | -3&1 | -1&6 | 0.5 | 6 | -1.7 | 5 | -1 | -3
CCOC(=O)N1CCN(C(=O)CCn2c(=S)[nH]c3ccsc3c2=O)CC1 | x | x | 0.0 | -1 | 1.3 | 2 | 0 | -11
Cc1ccnn1CCC(=O)N1CCCC(CCC(=O)N2CCN(c3ccccn3)CC2)C1 (stereo not given) | x | x | 0.0 | -4 | -1.3 | 2 | -4 | -5
Cc1cc(C(=O)Nc2nnc(C3CCCCC3)s2)no1 | 18 | 3 | x | x | x | 1 | x | -13
CC(C)Cn1c(CCNC(=O)c2ccco2)nc2ccccc21 | x | x | 0.0 | -4 | -0.6 | -7 | -3 | 3
CCCc1cn(CC[C@H]2CC[C@@H](NC(=O)C3CC3)[C@H](CO)O2)nn1 | -4 | -1 | -0.3 | 2 | -1.1 | 0 | 1 | 5
CC(C)c1ccc(NC(=O)C[C@H]2CC[C@H]3[C@@H](COc4ccc(NC(=O)c5ccno5)cc4C(=O)N3C)O2)cc1 | 11 | 3 | 0.1 | 31 | x | 5 | -2 | -17
COc1cccc(CSc2nc3cc4c(cc3cc2C)OCCO4)c1 | 2 | 3 | 0.1 | -11 | x | -9 | 6 | x
C[C@H](CO)N1C[C@H](C)[C@@H](CN(C)C)Oc2ccc(NC(=O)Nc3ccc(F)cc3)cc2C1=O | -4 | 3 | 0.3 | 8 | -0.7 | 19 | 0 | -6
COc1ccccc1C(=O)Nc1ccnn1C1CCN(C(=O)C2CCOC2)CC1 (stereo not given) | 1 | 8 | 0.0 | -8 | -0.3 | 3 | 1 | -2
Cc1ccc(OC[C@H](O)[C@H](C)NC(C)C)c2c1CCC2 | -6 | -7 | 0.0 | -8 | 5.4 | -1 | 2 | 17
Cc1ccc(CNC(=O)COC(=O)c2ccc(S(=O)(=O)N3CCCCCC3)cc2)cc1 | 0 | -8 | 0.0 | -3 | 0.7 | -11 | 1 | 13
Cc1ccc(NC(=O)CSc2nc3ccccc3c(=O)[nH]2)cc1[N+](=O)[O-] | 5 | 1 | 0.0 | -12 | -3.5 | 1 | -2 | x

Four entries from above, as labelled records:
CC(C)Cn1c(CCNC(=O)c2ccco2)nc2ccccc21
  esBAF inh: x
  RAD54 inh: x
  XiGFP reactiv: 0.0
  RAD52 inh: -4
  CFTR F508del cor: -0.6
  ARNT-TACC3 inh: -7
  ERAP1 inh: -3
  GSIS activator: 3

Cc1ccnn1CCC(=O)N1CCCC(CCC(=O)N2CCN(c3ccccn3)CC2)C1 (stereo not given)
  esBAF inh: x
  RAD54 inh: x
  XiGFP reactiv: 0.0
  RAD52 inh: -4
  CFTR F508del cor: -1.3
  ARNT-TACC3 inh: 2
  ERAP1 inh: -4
  GSIS activator: -5

CC(C)c1ccc(NC(=O)C[C@H]2CC[C@H]3[C@@H](COc4ccc(NC(=O)c5ccno5)cc4C(=O)N3C)O2)cc1
  esBAF inh: 11
  RAD54 inh: 3
  XiGFP reactiv: 0.1
  RAD52 inh: 31
  CFTR F508del cor: x
  ARNT-TACC3 inh: 5
  ERAP1 inh: -2
  GSIS activator: -17

Cc1ccc(NC(=O)CSc2nc3ccccc3c(=O)[nH]2)cc1[N+](=O)[O-]
  esBAF inh: 5
  RAD54 inh: 1
  XiGFP reactiv: 0.0
  RAD52 inh: -12
  CFTR F508del cor: -3.5
  ARNT-TACC3 inh: 1
  ERAP1 inh: -2
  GSIS activator: x

Single records, from the list above:
`Cc1ccc(NC(=O)CSc2nc3ccccc3c(=O)[nH]2)cc1[N+](=O)[O-]` is entered as esBAF inh = 5; RAD54 inh = 1; XiGFP reactiv = 0.0; RAD52 inh = -12; CFTR F508del cor = -3.5; ARNT-TACC3 inh = 1; ERAP1 inh = -2; GSIS activator = x
`C[C@H](CO)N1C[C@H](C)[C@@H](CN(C)C)Oc2ccc(NC(=O)Nc3ccc(F)cc3)cc2C1=O` is entered as esBAF inh = -4; RAD54 inh = 3; XiGFP reactiv = 0.3; RAD52 inh = 8; CFTR F508del cor = -0.7; ARNT-TACC3 inh = 19; ERAP1 inh = 0; GSIS activator = -6
